# Source: PubChem
# KCNQ2 block – KCNQ2 potassium channel inhibitors, primary screen, cell-based, CHO-K1, FluxOR thallium flux, B-score (AID 2156). O88943. 310,000 tested, 1.1% active. B-score at 10 µM. 20 min; stronger effect = lower value;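 active = fluorescence ratio B-score at most minus 3 library SDs, with starting brightness B-score within 2 library SDs, cut at about -5.5 in these data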
# Target sequence (O88943 whole entry, looked up): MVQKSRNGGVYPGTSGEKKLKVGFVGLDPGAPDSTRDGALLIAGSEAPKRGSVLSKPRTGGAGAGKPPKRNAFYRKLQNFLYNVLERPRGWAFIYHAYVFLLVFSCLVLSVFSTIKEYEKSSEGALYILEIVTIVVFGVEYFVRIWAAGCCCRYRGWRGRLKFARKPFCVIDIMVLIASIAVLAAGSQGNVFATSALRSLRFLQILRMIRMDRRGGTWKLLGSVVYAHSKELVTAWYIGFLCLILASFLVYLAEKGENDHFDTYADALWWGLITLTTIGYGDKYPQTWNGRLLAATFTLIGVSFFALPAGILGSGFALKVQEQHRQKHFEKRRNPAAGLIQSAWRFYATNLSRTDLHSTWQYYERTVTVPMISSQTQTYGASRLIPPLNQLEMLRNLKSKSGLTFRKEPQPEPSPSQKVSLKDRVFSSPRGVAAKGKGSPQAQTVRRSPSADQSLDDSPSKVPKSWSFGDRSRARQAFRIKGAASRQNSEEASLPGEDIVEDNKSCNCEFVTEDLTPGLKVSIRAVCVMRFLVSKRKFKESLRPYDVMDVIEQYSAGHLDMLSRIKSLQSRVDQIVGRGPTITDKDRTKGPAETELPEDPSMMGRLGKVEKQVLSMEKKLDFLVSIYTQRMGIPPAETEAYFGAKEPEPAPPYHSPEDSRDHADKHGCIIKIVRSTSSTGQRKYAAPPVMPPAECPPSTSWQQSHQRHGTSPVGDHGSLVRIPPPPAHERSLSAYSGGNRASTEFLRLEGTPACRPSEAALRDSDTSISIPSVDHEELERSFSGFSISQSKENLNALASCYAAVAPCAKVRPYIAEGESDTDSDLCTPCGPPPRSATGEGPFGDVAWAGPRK
# Kir21 block – inhibitors of mouse Kir2.1 inward-rectifier potassium channel | P35561 | B-score at 10 µM | 310,000 tested, 0.85% active | AID 1672 | HEK293-Kir2.1, FluxOR thallium flux fluorescence; stronger effect = lower value;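 active = fluorescence ratio B-score at or below minus 3 SD of library scores, with starting-brightness B-score within 2 SD, cut at about -4.2 in these data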;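 note: channel flux triggered by added potassium and thallium sulfate stimulus; B-score of peak minus minimum fluorescence over baseline after thallium stimulus; more negative B-score means stronger Kir2.1 block with less thallium influx; some compounds called inactive have numbers as strong as hits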
# An asterisk follows results filed as active; i = inactive. Hits appear at their usual frequency; any-hit rate near 1.9%.
KCNQ2 block,Kir21 block,structure
i,-1.81,COc1ccc(-c2nn(-c3ccccc3C)cc2CNCc2cccnc2)cc1F
i,-0.82,C#Cc1ccc([C@H]2C=C(C(=O)N3CCN(Cc4ccc5c(c4)OCO5)CC3)O[C@@H](OCc3ccc(CO)cc3)C2)cc1
i,-0.02,COc1ccccc1C(=O)NNC(=S)NC(=O)c1cccs1
i,0.63,CC(=O)Nc1ccc(C(=O)OCc2ccc(F)cc2)cc1
i,-1.35,Cc1ccc(C(=O)NNC(=O)C2CCN(S(=O)(=O)c3ccc(Cl)cc3)CC2)cc1
i,0.35,COc1cc(/C=N/n2c(-c3cc(C)[nH]n3)n[nH]c2=S)cc(OC)c1OC
i,0.34,C/C(=N\Oc1cccc(F)n1)c1ccc(Cl)cc1Cl
i,-0.2,CC1=[N+]([O-])C(C)(C)CC(C)(C)c2ccccc21
i,0.6,C/C(=N\NC(=O)Nc1ccccc1)c1ccc2ccccc2c1
i,0.67,CCc1c(C)nc2c(OC)cccc2c1SCCC(=O)O
i,0.03,O=C(CCC(=O)N1CCOCC1)c1ccc(F)cc1
i,-0.81,COc1ccccc1Nc1nc(N)nc(CN2CCN(Cc3ccc4c(c3)OCO4)CC2)n1
i,0,OC(c1ccccc1)c1nc2ccccc2[nH]1 (stereo not drawn)
i,-0.37,CC(=O)Oc1cccc(N2C(=O)C3C4C=CC(CC4)C3C2=O)c1 (stereo not drawn)
i,-0.06,O=C(Cn1c(COc2ccccc2)nc2ccccc21)Nc1cc(Cl)c(Cl)cc1Cl
i,1.17,Cc1ccc2nc(-c3ccncc3)cc(C(=O)NCc3ccccc3F)c2c1
i,-0.49,CC(O)CNc1cnccn1 (stereo not drawn)
i,0.01,O=C(NC(C(=O)O)c1ccccc1)c1ccc(S(=O)(=O)N2CCOCC2)cc1 (stereo not drawn)
i,1.14,COc1ccc(NC(=O)CSc2nnc3ccc(-c4cccnc4)nn23)c(OC)c1
i,-0.4,CCOn1c(=O)c(C)[n+]([O-])c2ccccc21
i,0.48,CSCC[C@H](NC(=O)Cc1c(C)c2cc3c4c(oc3cc2oc1=O)CCCC4)C(=O)O
i,0.38,CCN(CC)CCNC(=O)c1ccc(NC(=O)/C=C/c2cc(OC)c(OC)c(OC)c2)cc1
i,-0.52,CCCCN(C)C(=O)c1cc2c(Cl)nc3ccccc3c2s1
i,-0.13,Cc1nnc(SCC(=O)Nc2nsc(-c3ccc(Cl)cc3)n2)s1
i,1.03,COc1ccc2cc(OC)c(C(=O)N3CCOCC3)cc2c1
i,-1.93,O=C1CC(Sc2nnc(-c3ccccc3)o2)C(=O)N1c1ccccc1 (stereo not drawn)
i,0.35,COCCn1c(SCc2nc(N)nc(Nc3ccccc3C)n2)nc2ccccc2c1=O
i,0.05,COc1ccc(OC)c(CCNC(=O)c2ccc(CS(=O)(=O)c3ccc(Br)cc3)o2)c1
i,0.03,CCO[C@H]1OC(C(=O)N2CCCCCCC2)=C[C@@H](C)[C@@H]1CCCO
i,0.78,O=C(Nc1ccc2c(c1)OCO2)c1ccc(CN2CCOCC2)cc1
i,1.85,CC(C)CCN(C)c1ccc(/C=N/n2cnnc2)cc1
i,-0.84,Cc1cccc(N(CC(=O)NCc2ccc3c(c2)OCO3)C(=O)CCC(=O)Nc2ccccn2)c1
i,-0.42,O=C(N/N=C/c1cc([N+](=O)[O-])ccc1O)C1CCCCC1
i,0.04,CCOc1cc(/C=N/NC(=O)CN2CCCCC2)ccc1O
i,0.16,O=C(NCc1ccccc1)C(c1ccco1)N(C(=O)c1csnn1)C1CC1 (stereo not drawn)
i,0.27,COc1cccc(OC)c1C(=O)N1CCN(Cc2ccc3c(c2)OCO3)CC1
i,-0.01,N#Cc1ccc(C(c2nnnn2Cc2ccccc2)N2CCCC2)cc1 (stereo not drawn)
i,-0.62,CCC1S/C(=N/N=C/c2ccco2)N(Cc2ccc(F)cc2)C1=O (stereo not drawn)
i,-1.37,O=C(COc1cc(Cl)c(Cl)cc1Cl)Nc1ccncc1
i,-1.63,CC(=O)C(Cc1ccccc1)NC(=O)CN1CCN(Cc2ccccc2)CC1 (stereo not drawn)
i,0.01,COc1ccc2c(c1)sc1nc(-c3ccccc3)cn12
i,0.13,O=C(C1CCCN1S(=O)(=O)c1cccc2nsnc12)N1CCN(c2ccc(F)cc2)CC1 (stereo not drawn)
i,1.04,CCOC(=O)N/N=C/c1c(C)nn(-c2cccc(C(F)(F)F)c2)c1Cl
i,1.12,O=C(NC(=S)N1CCN(C/C=C/c2ccccc2)CC1)c1ccco1
i,-0.04,O=C(CN1CCC(n2nnc3ccccc32)CC1)NCc1cccs1
i,0.52,Cn1c(CNC(=O)CNC(=O)c2ccccc2)cc(=O)n(C)c1=O
i,-0.89,Cc1[nH]c2ccccc2c1SCC(=O)NC1CCCCC1
i,-0.36,CNCC(=O)Nc1c(C)n[nH]c1C
i,-0.76,CC1CCN(C(=O)C2CCN(S(=O)(=O)c3cccc4nonc34)CC2)CC1
i,0,Cc1ccc(CNc2nc(N)c([N+](=O)[O-])c(NCc3ccccc3)n2)cc1
i,0.59,CS(=O)(=O)N1CCC(Oc2ccccc2C(=O)NC2CCCCCC2)CC1
i,0.28,O=C(C[n+]1ccccc1)Nc1nc2ccccc2s1
i,-1.88,Clc1ccc(-c2cn3cccnc3n2)cc1
i,2.65,Cc1ccc2cc3cc(C(=O)N4CC(C)CC(C)C4)oc3nc2c1 (stereo not drawn)
i,-0.64,NS(=O)(=O)c1ccc(CNC(=S)NC2CCCC2)cc1
i,1.61,CC(C)CCNC(=O)c1ccc2c(c1)N(C)C(=O)c1ccccc1S2
i,0.36,Fc1ccccc1Cn1nnc2c(NCc3ccccn3)ncnc21
i,1.08,COc1ccc(O)c(CNn2c(-c3ccc(Br)cc3)nc3ccccc3c2=O)c1
i,-0.18,O=C(O)CCC(=O)NNC(=O)CCC(=O)NCc1ccccc1
i,0.96,c1ccc(CNc2ncnc3nc[nH]c23)cc1

# Other results follow.
KCNQ2 block,Kir21 block,structure
i,0.6,Cc1ccc(C)c(NC(=O)CN(C)C(=O)c2ccncc2)c1
i,0.55,CC(=O)Nc1cccc(C(=O)OCC(=O)NC(=O)c2ccccc2)c1
i,-1.02,CCOCCCNC(=O)Cn1ncc2c(=O)oc3ccccc3c21
i,-1.66,COc1ccc(CCNC(=O)c2cc(-c3ccco3)on2)cc1OC
i,-0.94,Cn1cccc1C(=O)Nc1nccs1
i,-0.01,COc1ccc(/C=N/NC(=S)Nc2ccccc2)cc1
i,-0.86,CC(C)C[C@H](NC(=O)Nc1cccc(Br)c1)C(=O)O
i,-0.76,CCCc1[nH]nc2c1C(c1ccc(OCCN3CCOCC3)c(OC)c1)C(C#N)=C(N)O2 (stereo not drawn)
i,1.49,COc1cccc(NC(=O)Nc2nnc(CC(=O)Nc3ccccc3)s2)c1
i,0.71,Clc1ccc(CN2CCN(/N=C/c3cccnc3)CC2)cc1
i,0.24,Cc1cccc(C(=O)Nc2ccc(NC(=O)Cc3ccc(Cl)cc3)cc2)c1
i,0.36,CC1(C)Cc2nc3sc4c(OCc5ccccc5)ncnc4c3cc2CO1
i,0.76,COc1ccc2[nH]c(=O)c(CN(C)C(=O)COc3ccccc3)cc2c1
i,-0.18,Nc1cc[n+](CC(=O)Nc2ccccc2)cc1
i,-1.25,CC(C)(C)NC(=O)c1ccncc1
i,-0.99,CCC1=C(OC(=O)N(CC)CC)N2C(=O)OC(=NCC3CC3)[C@]2(C)[C@H]2C1=CC[C@H]1C(=O)N(C)C(=O)[C@H]12
i,0.37,CCOC(=O)c1[nH]c2ccccc2c1NC(=O)c1ccc2c(c1)OCO2
i,0.91,CCOc1ccc(CNc2ccc3c(c2)ncn3C)cc1
i,-0.1,CC(Cl)C(=O)Nc1cc(C(C)(C)C)nn1-c1ccccc1 (stereo not drawn)
i,-0.02,CN(C)CCO/N=C(\c1ccc(Br)cc1)c1cccnc1
i,-0.4,O=C(CS(=O)(=O)c1c[nH]c2ccccc12)NC1CCCCC1
i,-0.07,Cc1ccc(O)c(Nc2nc(-c3ccccc3)nc3ccccc23)c1
i,0.67,CC(=O)Nc1ccc(S(=O)(=O)n2cnc3cc(C)c(C)cc32)cc1
i,-0.16,O=C(NCc1cccs1)c1cc(-c2cccc(Cl)c2)on1
i,-0.3,Cc1cc(Cl)ccc1OCCCC(N)=O
i,1.92,C/C(=C/CCC(C)C1CCC2(C)C3CCC4C(C)(C)C(=O)CCC4(C)C3=CCC12C)C(=O)O (stereo not drawn)
i,1.43,COC(=O)CSc1nnc(-c2ccco2)n1Cc1ccco1
i,-1.59,CCOC(=O)C1(Cc2cccc(OC)c2)CCCN(S(=O)(=O)c2cccnc2)C1 (stereo not drawn)
i,-1.74,CCCOc1cccc(C(=O)N(Cc2cccs2)C2CCS(=O)(=O)C2)c1 (stereo not drawn)
i,0.87,Cc1ccc(S(=O)(=O)NC2(C(F)(F)F)NC(=O)N(C)C2=O)cc1 (stereo not drawn)
i,-0.35,O=C(CNc1cccc(Cl)c1)c1ccc(Cl)cc1
i,-1.97,Cc1ccc(C(C)(C)C)c(OCCN2CCCC2)c1
-8.69*,0.58,CCCC[C@@H]1C[C@H]1[C@@H](NC(=O)c1cccs1)c1ccc(C(F)(F)F)cc1
i,-0.82,CC1CCN(Cc2c(C(=O)N/N=C/c3cc(Br)ccc3O)nnn2-c2nonc2N)CC1
i,-1,Nc1nc(Nc2ccc(Cl)cc2)nc(NCCO)c1[N+](=O)[O-]
i,0.04,O=C(Nc1c2c(nn1-c1ccccc1)CS(=O)(=O)C2)c1ccc2c(c1)OCO2
i,0.02,CS(=O)(=O)N(CC(=O)Nc1ccc2c(c1)OCCO2)Cc1ccccc1
i,0.39,Cc1ccc(C(=O)Nc2ccc3c(c2)OCCO3)o1
i,-0.46,CCc1cc(=O)oc2c(C)c(OCC(=O)NCCCN3CCCC3=O)ccc12
i,-0.59,Cc1ccc(S(=O)(=O)Nc2ccc3oc(=O)sc3c2)c(C)c1
i,-0.4,COc1ccc(-n2ncc3c2CC(C)(C)CC3NC(=O)CCC2=NNC(=O)CC2)cc1 (stereo not drawn)
-6.5*,-1.11,O=C(CSc1nc2ccccc2s1)N1c2ccccc2Sc2ccc(C(F)(F)F)cc21
i,0.08,Cc1cc(NC(=O)NCc2ccccc2)c(=O)n(Cc2ccccc2F)c1
i,-0.42,COc1ccc(C)cc1NC(=O)c1[nH]c(C)c(C(C)=O)c1C
i,-1.01,Cc1cccc(CSC2=NCCN2S(=O)(=O)c2ccc(F)cc2)c1
i,2.24,Cc1ccc(NC(=O)COC(=O)Cc2c(F)cccc2Cl)cc1S(=O)(=O)N1CCOCC1
i,0.73,CC(C)c1ccc(NC(=O)CCNS(=O)(=O)c2ccc3[nH]c(=O)oc3c2)cc1
i,-0.62,Cc1nnc(Nc2ccc(F)cc2)c2ccccc12
i,-1.6,N#CCc1nc2ccc(S(=O)(=O)N3CCOCC3)cc2s1
i,-0.79,C=CCNC(=O)c1onc(CSc2cc(C)cc(C)c2)c1C(=O)NCC=C
i,-0.97,CCOC(=O)C1CCN(C(=O)COc2cc(C)c(Br)c(C)c2)CC1
i,-2.35,CCN1CCN(C(=O)C2(NC(=O)Nc3cccc(F)c3)CCCCC2)CC1
i,0.32,O=C1c2cccc3cccc(c23)C(=O)N1Cc1ccccc1
i,-1.65,CCCc1cc(=O)[nH]c(SCc2cc(C(=O)OC)c(C)o2)n1
i,-0.36,COc1cccc(COC(=O)CCNC(=O)c2ccc(Br)cc2)c1OC
i,-0.11,O=C(NCCCN1CCCC1)Nc1ccccc1[N+](=O)[O-]
i,-0.17,COc1ccc(C)cc1NC(=O)CN1CCN(C/C=C/c2ccccc2)CC1
i,2.78,COc1cccc(CN(CC2CCCO2)S(=O)(=O)c2ccc(S(=O)(=O)N(C)C)cc2)c1 (stereo not drawn)
i,-1.98,Cc1cc(Cl)c(OCCn2ccnc2)c(Br)c1
i,1.31,COCCn1c(Cc2ccccc2)nnc1SCC(=O)NC(C)(C)C

# Another view of some results above:
# Results follow in this order: KCNQ2 block, Kir21 block
> C=CCNC(=O)c1onc(CSc2cc(C)cc(C)c2)c1C(=O)NCC=C
  i, -0.79
> CCOC(=O)C1CCN(C(=O)COc2cc(C)c(Br)c(C)c2)CC1
  i, -0.97
> CCN1CCN(C(=O)C2(NC(=O)Nc3cccc(F)c3)CCCCC2)CC1
  i, -2.35
> O=C1c2cccc3cccc(c23)C(=O)N1Cc1ccccc1
  i, 0.32

# Following part.
KCNQ2 block,Kir21 block,structure
i,-0.34,CN(CCO)c1cc(N2CCC3(CC2)OCCO3)c2nonc2c1[N+](=O)[O-]
i,0.05,O=C(CSc1nc(-c2ccccc2)cs1)Nc1ccccc1[N+](=O)[O-]
i,0.51,COC(=O)C1=C(CSc2nc3c(cc2C#N)CN(C)CC3)OC(N)=C(C#N)C1c1ccc(F)cc1 (stereo not drawn)
i,0.52,CC1=C(C#N)C(Nc2ccc(Cl)cn2)(C(F)(F)F)C(=O)N1 (stereo not drawn)
i,0.3,CCO[C@H]1OC(C(N)=O)=C[C@@H](c2ccccc2)[C@@H]1CCCO

# Filtered by structure, the compounds so far with a nitro group on carbon.
KCNQ2 block,Kir21 block,structure
i,-0.42,O=C(N/N=C/c1cc([N+](=O)[O-])ccc1O)C1CCCCC1
i,0,Cc1ccc(CNc2nc(N)c([N+](=O)[O-])c(NCc3ccccc3)n2)cc1
i,-1,Nc1nc(Nc2ccc(Cl)cc2)nc(NCCO)c1[N+](=O)[O-]
i,-0.11,O=C(NCCCN1CCCC1)Nc1ccccc1[N+](=O)[O-]
i,-0.34,CN(CCO)c1cc(N2CCC3(CC2)OCCO3)c2nonc2c1[N+](=O)[O-]
i,0.05,O=C(CSc1nc(-c2ccccc2)cs1)Nc1ccccc1[N+](=O)[O-]
